UBC13 inh = human UBC13 polyubiquitination inhibition. P61088. UBC13 polyubiquitin chain formation, TR-FRET. inhibition, % at 20 µM. actives 0.47% (n = 330,000). AID 485273; in the data active means inhibition above about 45%, passing the limit was not always enough; inconclusive means no clear call, values can overlap the other calls
Jurkat NFkB inh = inhibitors of the PMA/ionomycin-induced NF-kB reporter in Jurkat cells; actives 0.53% (n = 330,000); PMA/ionomycin-induced NF-kB luciferase reporter, luminescence; inhibition, % at 4 µM; AID 435003
EBI2 block = EBI2 (human) antagonism. P32249. EBI2 beta-arrestin recruitment, luminescence, 7a,25-OHC stimulated. inhibition, % at 5 µM. actives 0.81% (n = 360,000). AID 651636; in the data active means inhibition above about 38%;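 further: enzyme fragment complementation signal reports receptor beta-arrestin coupling in cells; 0% = agonist plus DMSO wells and 100% = wells without agonist; some results beyond the cut were filed as inactive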
Target sequence (P32249 whole entry, looked up, the tested form may be a part): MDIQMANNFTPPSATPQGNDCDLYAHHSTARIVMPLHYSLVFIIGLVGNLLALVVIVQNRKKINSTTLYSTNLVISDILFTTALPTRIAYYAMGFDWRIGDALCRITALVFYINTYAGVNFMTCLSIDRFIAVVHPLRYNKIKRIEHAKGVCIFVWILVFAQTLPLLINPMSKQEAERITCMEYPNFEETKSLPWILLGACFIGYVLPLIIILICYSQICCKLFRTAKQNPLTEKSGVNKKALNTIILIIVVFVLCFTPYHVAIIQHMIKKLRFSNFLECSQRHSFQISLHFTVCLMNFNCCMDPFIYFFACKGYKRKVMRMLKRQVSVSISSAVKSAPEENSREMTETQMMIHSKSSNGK
Apaf1 inhib = blocks human Apaf-1 apoptosome activity; O14727; reconstituted apoptosome caspase-3 activity, DEVD-Rh110 fluorescence; inhibition, % at 20 µM; actives 0.71% (n = 330,000); active means inhibition of at least 40% at 20 µM;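 further: plate controls were DMSO wells for no effect and DEVD-CHO caspase inhibitor wells for full effect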
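Material: biochemical Apaf-1 apoptosome reconstitution. Medium: Hepes buffer, pH 7.5. Also added: cytochrome c activation, bis-DEVD rhodamine 110 substrate. Timing: 30 min compound preincubation, 50 min activation, room temperature. Measured by: rhodamine 110 fluorescence at Ex 480/Em 540 nm.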
697 NFkB inh = inhibitors of the PMA/ionomycin-induced NF-kB reporter in 697 B cells. actives 0.33% (n = 330,000). inhibition, % at 4 µM. 697 B-cell NF-kB luciferase reporter, 16 h; in the data active means inhibition above about 35%
Gli-Sufu block = Gli-Sufu pathway antagonism | Sufu-KO-LIGHT fibroblasts, Gli luciferase reporter luminescence | inhibition, % at 5 µM | actives 0.74% (n = 340,000) | AID 588413;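 active means inhibition above about 55%, limit read from the data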;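 further: 0% = DMSO-treated cells and 100% = wells with medium but no cells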
SENP8 inh = inhibitors of human SENP8 protease | inhibition, % at 10 µM | Q96LD8 | purified SENP8, Z-RLRGG-aminoluciferin cleavage, luminescence | actives 1.2% (n = 330,000)
Target sequence (Q96LD8 whole entry, looked up): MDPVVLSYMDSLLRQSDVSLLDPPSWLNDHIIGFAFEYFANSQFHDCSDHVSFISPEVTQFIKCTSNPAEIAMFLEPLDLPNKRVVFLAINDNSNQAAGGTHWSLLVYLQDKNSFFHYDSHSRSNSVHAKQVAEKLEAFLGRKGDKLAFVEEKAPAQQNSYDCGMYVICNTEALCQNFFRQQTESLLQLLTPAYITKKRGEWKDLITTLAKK
CCR6 antag = CCR6 (human) receptor antagonism. P51684. CHO-K1 CCR6 PathHunter beta-arrestin, luminescence, CCL20-stimulated. inhibition, % at 20 µM. actives 0.49% (n = 340,000);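 active means compounds whose inhibition of the agonist-driven luminescence signal at 20 µM reaches about 50%, limit read from the data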;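 further: cells stimulated with CCL20 at 14 nM final; plate controls were DMSO with CCL20 for no effect and DMSO without agonist for full effect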
Target sequence (P51684 whole entry, looked up): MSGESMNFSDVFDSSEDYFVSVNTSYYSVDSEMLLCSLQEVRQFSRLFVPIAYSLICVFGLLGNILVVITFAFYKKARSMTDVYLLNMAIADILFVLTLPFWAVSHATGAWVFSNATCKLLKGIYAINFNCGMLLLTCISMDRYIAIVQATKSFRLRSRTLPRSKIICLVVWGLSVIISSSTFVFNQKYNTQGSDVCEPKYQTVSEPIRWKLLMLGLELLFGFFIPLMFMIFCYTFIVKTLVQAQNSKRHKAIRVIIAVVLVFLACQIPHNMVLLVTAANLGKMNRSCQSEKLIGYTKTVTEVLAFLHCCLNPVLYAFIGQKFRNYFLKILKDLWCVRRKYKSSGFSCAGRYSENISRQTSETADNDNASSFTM
* = called active by the depositor; ? = inconclusive; . = no result given. Unless noted, no stated cut-off is given here; in the data, active means inhibition above about 50%; inactive means the rest. These rows are one share of the data; rates above refer to the full screens.

SMILES	EBI2 block	Jurkat NFkB inh	CCR6 antag	SENP8 inh	Gli-Sufu block	697 NFkB inh	UBC13 inh	Apaf1 inhib
COc1ccc(OC)c(C2c3[nH]c4ccccc4c3C[C@H]3C(=O)N(CCCOC(C)C)CC(=O)N23)c1 (stereo partly specified)	-9.6	-13.1	-5.5	-2.5	5.5	-18.8	3.9	9.3
CCCCn1c(C2CCCCC2)nc2cc3[nH]c(=O)c(C(C)C)nc3cc21	4.5	-8.8	5.9	-2.4	6.3	23.3	1.4	31.2
CC(=O)N/C(N)=N/c1nc2cc(C)ccc2o1	-3.4	-90.3	11.0	-5.0	-70.0	-123.0	0.2	-4.0
Cc1ccc(S(=O)(=O)N2CCOCC2)cc1NC(=O)Cn1ccsc1=N	0.7	17.4	-7.5	7.3	-1.8	18.9	6.0	-3.0
N#CCCN(C(=S)NC(=O)c1ccco1)c1ccccc1F	-3.6	9.3	-0.8	2.8	4.0	9.4	1.4	-8.2
COc1ccc(C2=CC(c3sccc3C)n3nnnc3N2)cc1 (stereo unspecified)	-7.8	-29.0	15.4	5.1	-3.0	-9.4	5.1	7.0
COCc1c(C(=O)N/N=C(/C)c2ccc(OCc3ccccc3)cc2)nnn1-c1nonc1N	-6.6	-40.8	2.4	-16.9	-25.7	-130.2	-10.3	-2.6
Cn1cccc1/C=N/NC(=O)Cc1ccccc1	-6.8	13.2	7.5	3.0	-0.5	-6.8	4.3	-4.6
Cc1ccc(OCC(=O)NCCNC(=O)COc2ccc(C)cc2)cc1	-2.6	1.6	13.5	3.8	43.5	5.6	3.3	7.9
CCc1noc(C)c1C(=O)Nc1ccc(S(=O)(=O)N2CCCC(C)C2)cc1 (stereo unspecified)	3.5	23.0	-6.8	-3.0	-1.7	18.4	3.5	3.8
CCCC(C(=O)NC1CCCC1)N(CC1CCCO1)C(=O)c1snc(C(N)=O)c1N (stereo unspecified)	-13.6	-5.2	-4.2	-1.7	0.9	0.3	22.4	6.4
CCn1c(=O)c2c(nc3n2CCCN3CCc2ccccc2)n(C)c1=O	5.9	-15.4	19.3	-0.6	2.8	-15.8	-0.6	4.0
COc1ccc(-n2c(C)cc(C(=O)CN3C(=O)c4ccccc4C3=O)c2C)cc1	15.6	-3.5	12.6	-5.5	96.4*	-11.0	10.0	15.8
CCOC(=O)CCCN1CC(O)=C(c2nc(-c3ccc(Cl)cc3)cs2)C1=N	1.0	-3.8	1.4	2.9	-0.2	-1.4	-16.0	-0.9
O=C(c1cccc(Br)c1)N1CCN(S(=O)(=O)N2CCOCC2)CC1	-5.8	-0.3	5.3	-8.5	2.6	-15.0	0.6	8.4

Next section.
SMILES	EBI2 block	Jurkat NFkB inh	CCR6 antag	SENP8 inh	Gli-Sufu block	697 NFkB inh	UBC13 inh	Apaf1 inhib
CCC1=C(OC(=O)N(CC)CC)N2C(=O)OC(=NCCOC)[C@]2(Cc2ccccc2)[C@H]2C1=CC[C@H]1C(=O)NC(=O)[C@H]12	-3.1	6.0	-1.6	-10.1	-8.3	13.1	-7.3	-2.4
O=C(Nc1ccccc1)N1CCSc2ccccc21	-4.6	-3.9	13.0	-13.9	4.4	-3.1	-0.5	-13.9
COc1ccc(S(=O)(=O)Nc2cccc3c2O[C@H](CN(C)CC2CCCCC2)[C@@H](C)CN([C@H](C)CO)C3=O)cc1	0.6	-34.0	4.0	8.7	-2.5	20.4	16.6	2.8
Cc1cccc(-n2ncc3c(N(C)C4CCCCC4)ncnc32)c1	17.8	27.2	5.0	67.9*	55.6*	-79.2	11.5	19.9
CCCc1cc(=O)[nH]c(SCc2cccc(C)c2)n1	-3.7	12.2	-0.6	-1.2	2.7	12.9	-7.9	7.9
CCCOC1CCCN(C(=O)c2ccc3oc(C(C)C)nc3c2)C1 (stereo unspecified)	-6.4	-23.9	5.1	10.2	3.0	-27.9	-2.9	-3.1
Cc1ccc(NC(=O)C2CC(=O)n3ncnc3N2)cc1 (stereo unspecified)	-7.4	-10.6	0.6	-6.9	0.2	15.9	-12.8	-1.6
CCOC(=S)SCC(=O)N1CCc2ccccc2C1C1C(=O)CCCC1=O (stereo unspecified)	-5.2	7.9	24.8	-10.0	-2.5	8.7	-0.4	-3.8
CCn1c(CCNC(=O)c2ccco2)nc2ccccc21	-16.9	-6.6	-4.4	-9.6	-24.5	1.2	-0.3	6.3
CCCCC(CC)C(=O)Oc1ccc(O)c(C(C)(C)C)c1 (stereo unspecified)	16.8	-18.9	29.8	-1.6	8.1	-25.5	-6.2	30.7
CCOC(=O)c1ccc(Oc2cc(C)nc(SC)n2)cc1	-11.5	45.5	1.4	4.3	1.5	-5.0	11.0	-4.9
CCN1CCN(C2=C(Cl)C(=O)N(Cc3ccccc3)C2=O)CC1	4.2	1.6	16.8	0.4	1.2	11.6	-2.9	-3.4
CC(C)CNC(=S)NC1CCCC1	-12.4	-1.5	12.5	-6.6	1.2	-7.0	-4.7	-4.2
CC(Sc1nnc(-c2ccco2)n1C)C(=O)Nc1ccc(N2CCOCC2)cc1 (stereo unspecified)	-1.2	6.1	10.4	-9.5	-15.2	17.3	-11.6	0.3
CCC(C)(C)NC(=O)c1ccc(Sc2nncn2C)c([N+](=O)[O-])c1	-13.2	-1.9	-10.0	-0.4	-22.1	1.5	5.7	-2.4

A different layout for part of the listing above.
Order of results – EBI2 block, Jurkat NFkB inh, CCR6 antag, SENP8 inh, Gli-Sufu block, 697 NFkB inh, UBC13 inh, Apaf1 inhib
COc1ccc(-n2c(C)cc(C(=O)CN3C(=O)c4ccccc4C3=O)c2C)cc1
  15.6, -3.5, 12.6, -5.5, 96.4*, -11.0, 10.0, 15.8
CCOC(=O)CCCN1CC(O)=C(c2nc(-c3ccc(Cl)cc3)cs2)C1=N
  1.0, -3.8, 1.4, 2.9, -0.2, -1.4, -16.0, -0.9
O=C(c1cccc(Br)c1)N1CCN(S(=O)(=O)N2CCOCC2)CC1
  -5.8, -0.3, 5.3, -8.5, 2.6, -15.0, 0.6, 8.4
CCC1=C(OC(=O)N(CC)CC)N2C(=O)OC(=NCCOC)[C@]2(Cc2ccccc2)[C@H]2C1=CC[C@H]1C(=O)NC(=O)[C@H]12
  -3.1, 6.0, -1.6, -10.1, -8.3, 13.1, -7.3, -2.4

The list goes on:
SMILES	EBI2 block	Jurkat NFkB inh	CCR6 antag	SENP8 inh	Gli-Sufu block	697 NFkB inh	UBC13 inh	Apaf1 inhib
O=C(NC1CC1)c1nc2c(nnn2Cc2ccccc2Cl)c(=O)[nH]1	-16.8	10.6	5.7	0.9	-6.8	20.9	9.8	-10.1
Cc1nn2c(N3CCN(C)CC3)cc(C(C)(C)C)nc2c1-c1ccccc1	-0.2	14.7	3.5	-9.4	5.6	9.3	24.4	16.3
CC(C)CCn1c(NCCN(C)C)nc2c1c(=O)[nH]c(=O)n2C	0.8	7.5	-15.5	3.3	2.1	1.7	0.1	-4.3
COc1ccc(CC(=O)NCC(=O)N/N=C/c2c[nH]c3ccccc23)cc1	1.9	14.7	5.4	-4.5	-4.8	-3.5	-5.8	0.0
CCN(CC(=O)Nc1c(F)cccc1F)C(=O)CCc1nc2cc(S(=O)(=O)N3CCOCC3)ccc2n1C	-0.1	-9.5	1.5	5.5	-2.2	-15.9	1.0	5.5
CCc1c(C)nc2cc(-c3cccc(Br)c3)[nH]n2c1=O	-12.9	-77.3	0.1	-14.3	-69.3	-149.8	25.1	16.7
Cc1ccc(NC(=O)C2CCN(c3ncnc4c3nc3n4CCCCC3)CC2)nc1	0.3	20.8	5.2	3.5	-3.1	-17.9	10.9	3.5
Cc1c(C(=O)Nc2c(C)n(C)n(-c3ccccc3)c2=O)oc2c(Cl)cccc12	4.2	5.8	9.3	-3.5	8.2	8.7	1.7	12.8
CC(=O)Nc1c(C(=O)C2CC2)oc2ccccc12	-17.1	5.6	-7.2	3.6	-0.6	17.0	-10.6	-4.7
Cc1c(Cl)cccc1-c1ccc(CNCc2ccccn2)o1	-15.3	4.5	19.6	-12.0	.	-4.9	6.4	4.2
Cc1cc(Cl)ccc1NC(=S)NCc1ccco1	-7.4	8.5	2.0	-3.6	-5.2	9.6	15.5	-1.8
Cn1c(=O)oc2cc(S(=O)(=O)N3CCOCC3)ccc21	-3.0	21.3	-2.9	1.6	7.6	32.2	-1.6	-0.8
C#CCOCCOCCOCCNc1nc(N2CCN(C(=O)C(Cc3ccc(O)cc3)n3cc(C(N)C(C)CC)nn3)CC2)nc(N2CCN(C(=O)C(Cc3ccc(O)cc3)n3cc(C(N)C(C)CC)nn3)CC2)n1 (stereo unspecified)	0.0	18.8	10.5	-4.9	7.2	2.6	49.2*	5.6
CCc1ccc(C(=O)COC(=O)C2=NN(c3ccccc3)C(=O)CC2)cc1	-2.4	10.7	19.1	3.5	-4.2	0.2	6.7	-5.5
O=C1CC(N2CCC(c3nc4ccccc4o3)CC2)C(=O)N1Cc1cccs1 (stereo unspecified)	-11.2	-1.0	2.2	5.0	-0.3	12.7	0.2	0.8

Later entries.
SMILES	EBI2 block	Jurkat NFkB inh	CCR6 antag	SENP8 inh	Gli-Sufu block	697 NFkB inh	UBC13 inh	Apaf1 inhib
O=C1OCCC1Sc1nnc(-c2ccc(Br)cc2)o1 (stereo unspecified)	-9.5	7.8	6.2	-6.6	26.5	4.3	-0.2	11.5
COc1ccc(C(=O)N/C(=C\c2ccccc2)C(=O)Nc2ccc(C(=O)NCC(=O)O)cc2)cc1	-2.0	0.8	8.8	6.9	15.2	1.6	-4.8	10.6
O=C(CSc1nnnn1-c1ccccc1)CC(=O)Nc1ccc(Cl)cc1	8.7	-2.0	16.0	2.0	2.1	-22.6	-12.6	13.7
CCCc1ncc(C(O)c2cccc(OC)c2OC)n1C (stereo unspecified)	-24.4	-1.0	5.4	9.7	7.6	6.2	4.6	-9.1
COc1ccc(NC(=O)NCCc2c[nH]c3ccccc23)c(OC)c1	17.3	2.8	-1.1	6.2	-1.9	11.6	1.4	3.6
O=C1CCCC/C=C\C[C@H](CC(=O)N(CCO)Cc2ccccc2)C(=O)NCCO1	1.9	10.1	4.1	4.6	3.3	4.8	6.6	2.2
O=C1/C(=C/c2ccc(O)cc2)CCc2ccc([N+](=O)[O-])cc21	-9.4	-0.6	19.6	-30.8	-7.5	-2.1	-3.1	9.8
Cc1cc(C)nc(N/N=C/C(Cl)=C/c2ccccc2)n1	-16.5	-40.8	0.8	-14.7	-23.6	2.3	-20.2	-8.3
CC(C)c1cc(N2CCN(C(=O)c3ccco3)CC2)n2c(nc3ccccc32)c1C#N	1.8	-0.6	-0.1	-10.4	7.6	6.2	6.6	13.1
CC1(C)CC(CCN(Cc2ccccc2)C(=O)c2ccco2)(c2ccccc2)CCO1 (stereo unspecified)	18.1	-7.5	30.5	-2.3	17.4	-39.8	?	16.2
CC(NCC(=O)Nc1ccccc1C(=O)NC1CC1)c1cccc(Cl)c1 (stereo unspecified)	5.7	-5.0	18.4	11.9	-0.9	19.9	1.3	-3.1
NC1=NC2(CCCCC2)N=C(Nc2ccc(F)cc2F)N1	-11.2	4.4	-4.3	7.4	1.6	3.4	3.1	-5.2
Cc1ccc([N+](=O)[O-])cc1S(=O)(=O)Nc1ccc(C(=O)N(C)C)cc1	-11.4	5.3	-18.9	4.8	6.4	5.8	1.7	-6.1
CC(C)CCNC(=O)CN(Cc1ccc2c(c1)OCO2)C(=O)Cn1nnc(-c2cccs2)n1	-0.1	-9.8	9.1	-4.8	1.4	14.4	7.7	0.3
CCCC(=O)Nc1ccc2nn(-c3ccc(OC)cc3)nc2c1	-5.1	-129.5	1.5	-1.4	-68.0	-189.9	13.0	6.6

More structures follow.
SMILES	EBI2 block	Jurkat NFkB inh	CCR6 antag	SENP8 inh	Gli-Sufu block	697 NFkB inh	UBC13 inh	Apaf1 inhib
CSc1ncccc1C(=O)N1CCN(S(=O)(=O)c2cc(C)ccc2C)CC1	-7.7	3.5	9.7	1.9	1.9	14.1	0.3	9.4
CCOc1ccc(OCC)c(N=c2oc3c(C)ncc(CO)c3cc2C(N)=O)c1	-4.5	-6.8	5.7	-4.7	-7.0	-4.3	-16.2	0.2
Cc1ccccc1-c1nnn(C/C(N)=N/O)n1	-7.5	-0.6	-13.1	-4.5	1.8	-5.7	3.7	-3.0
Cc1cc(C)cc(Oc2c(C(F)(F)F)oc3cc(OCC(=O)O)ccc3c2=O)c1	-1.8	5.3	9.2	4.7	6.8	4.1	2.0	3.1

Bioassay records as filed in PubChem.
